Screening results: PubChem, National Center for Advancing Translational Sciences (NCATS)
KB-3-1 cytotox = kills parental KB-3-1 adenocarcinoma cells; KB-3-1 viability, CellTiter-Glo ATP luminescence, 72 h; Potency, µM (titrated, usually from 46.1 µM), for inactives: at the highest dose activity change, negative = cytotoxic, usual class: cytotoxic; 400,000 tested, 1.4% active; further: potency means the concentration at half of the fitted maximal effect; on the % scale 0 is the no-effect control and ±100 the full control effect; nearly all actives have a fitted effect of over 60% in size
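Cytotoxicity measured as CellTiter-Glo luminescence after 72 h at 37 C. Compound titrations were pinned onto drug-naive KB-3-1 parental adenocarcinoma cells grown in DMEM with 10% FBS, and normalized data fitted to concentration-response curves.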
KB-V1 MDR tox = KB-V1 MDR subline cytotoxicity | KB-V1 MDR cells viability, CellTiter-Glo, 72 h | Potency, µM (top dose mostly 46.1 µM), inactives show at the top dose activity change, negative = cytotoxicity, most hits filed as cytotoxic | 400,000 tested, 3.4% active | AID 1347076; further: potency means the concentration at half of the fitted maximal effect; on the % scale 0 is the no-effect control and ±100 the full control effect; nearly all actives have a fitted effect of over 60% in size
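KB-V1 cells (P-gp-expressing MDR subline of KB-3-1) in phenol-red-free DMEM with 10% FBS were exposed to library compounds over a concentration series for 72 h at 37 degrees C. Viability read by CellTiter-Glo luminescence; concentration-effect curves fitted after normalization.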
MCF10A rereplic = inducers of DNA re-replication in MCF 10A breast cells; Potency, µM (series often up to 46.1 µM), inactives show at the top dose activity, positive = re-replication, hits mostly activators; 350,000 tested, 2.9% active; MCF 10A DNA re-replication, Hoechst nuclear intensity, 48 h; AID 624296; further: potency means the concentration at half of the fitted maximal effect; % of control where 0% means no effect; nearly all actives have a fitted effect of over 50% in size
ATXN2 expr inh = inhibitors of ATXN2 expression | HEK-293 ATXN2-luciferase reporter, luminescence, 24 h | Potency, µM (series often up to 57 µM), inactives show top-dose activity change, negative = inhibition, hits mostly inhibitors | 360,000 tested, 0.72% active | AID 1745845; further: potency means the concentration at half of the fitted maximal effect; on the % scale 0 is the no-effect control and ±100 the full control effect; nearly all actives have a fitted effect of over 55% in size
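ATXN2-luciferase reporter cells (luciferase flanked by upstream and downstream ATXN2 gene portions) were treated 24 h at 37 °C with compounds at up to 57 uM. SteadyGlo luminescence gave expression; GF-AFC fluorescence gave viability.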
IL1B secr inh = inflammasome signaling inhibition, IL-1 beta readout; THP-1 LPS/ATP IL-1B secretion, AlphaLISA, 16 h; stronger effect = lower value; activity change, % at 57.5 µM; 360,000 tested, 4.7% active; AID 743279; in the data active means activity change below about -50%; inconclusive means mostly about -30% to -49%; further: on the % scale 0 is the no-effect control and ±100 the full control effect
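THP-1 cells pretreated 1 hr with compounds (up to 57.5 uM final), then stimulated with LPS (250 ng/mL final) plus ATP (1.25 mM final); secreted IL-1B measured by AlphaLISA after 16 hr, decreased signal indicating inhibition.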
WRN helicase inh = WRN helicase (human) inhibition; AID 651768; WRN helicase unwinding, fluorescent forked duplex, kinetic; Potency, µM (highest dose often 114 µM), inactives show top-dose activity change, negative = inhibition, usual class: inhibitors; 360,000 tested, 0.46% active; further: potency means the concentration at half of the fitted maximal effect; on the % scale 0 is the no-effect control and ±100 the full control effect; nearly all actives have a fitted effect of over 55% in size
Target sequence (Q14191 whole entry, looked up): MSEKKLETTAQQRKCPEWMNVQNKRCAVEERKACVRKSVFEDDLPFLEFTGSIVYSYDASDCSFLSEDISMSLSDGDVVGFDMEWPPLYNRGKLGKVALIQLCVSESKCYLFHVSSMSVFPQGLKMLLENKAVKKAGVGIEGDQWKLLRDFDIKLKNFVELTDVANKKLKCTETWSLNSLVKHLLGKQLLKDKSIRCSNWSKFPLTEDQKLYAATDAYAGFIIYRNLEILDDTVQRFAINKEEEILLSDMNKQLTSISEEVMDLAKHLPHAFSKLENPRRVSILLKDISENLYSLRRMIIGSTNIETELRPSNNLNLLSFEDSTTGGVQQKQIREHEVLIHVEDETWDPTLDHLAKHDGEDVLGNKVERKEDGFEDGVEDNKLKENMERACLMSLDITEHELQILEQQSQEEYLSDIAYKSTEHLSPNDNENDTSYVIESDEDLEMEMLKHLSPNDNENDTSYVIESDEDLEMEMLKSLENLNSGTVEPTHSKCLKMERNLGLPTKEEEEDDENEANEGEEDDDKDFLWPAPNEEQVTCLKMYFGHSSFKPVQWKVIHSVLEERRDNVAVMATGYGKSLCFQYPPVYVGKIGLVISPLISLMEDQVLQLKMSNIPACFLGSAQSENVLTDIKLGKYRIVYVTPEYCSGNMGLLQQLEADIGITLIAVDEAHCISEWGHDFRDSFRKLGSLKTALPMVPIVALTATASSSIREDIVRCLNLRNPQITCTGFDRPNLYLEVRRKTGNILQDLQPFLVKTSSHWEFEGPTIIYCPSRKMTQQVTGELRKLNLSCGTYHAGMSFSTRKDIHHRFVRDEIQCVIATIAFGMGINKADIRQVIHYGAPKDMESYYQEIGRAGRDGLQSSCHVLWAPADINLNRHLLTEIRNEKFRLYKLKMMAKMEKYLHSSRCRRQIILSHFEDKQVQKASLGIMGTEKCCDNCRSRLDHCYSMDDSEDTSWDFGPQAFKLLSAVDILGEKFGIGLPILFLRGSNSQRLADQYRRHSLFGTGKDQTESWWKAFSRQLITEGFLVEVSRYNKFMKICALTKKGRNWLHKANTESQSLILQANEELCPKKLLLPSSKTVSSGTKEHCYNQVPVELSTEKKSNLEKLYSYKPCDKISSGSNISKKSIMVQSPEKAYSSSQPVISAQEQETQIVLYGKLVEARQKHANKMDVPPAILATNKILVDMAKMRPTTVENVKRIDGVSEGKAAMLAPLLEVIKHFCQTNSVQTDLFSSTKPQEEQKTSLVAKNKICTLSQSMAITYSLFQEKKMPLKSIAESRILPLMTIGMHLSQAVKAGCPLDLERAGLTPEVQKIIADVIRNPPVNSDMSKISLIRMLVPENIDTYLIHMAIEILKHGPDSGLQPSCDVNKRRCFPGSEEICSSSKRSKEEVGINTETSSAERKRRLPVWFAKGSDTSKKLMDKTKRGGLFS
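WRN at 20 nM final was preincubated with compound for 15 min at room temperature; reaction started with 100 nM forked duplex oligonucleotide carrying fluorophore and quencher plus 2 mM ATP (final). Unwinding followed kinetically by red fluorescence (ex 525/em 598 nm).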
HT1080-NT tox = kills 2HG-producing HT-1080-NT fibrosarcoma cells; HT-1080-NT fibrosarcoma viability, CellTiter-Glo ATP luminescence, 48 h; 360,000 tested, 1.6% active; Potency, µM (top dose mostly 46.1 µM), inactives show at the top dose activity, negative = less viability, hits mostly cytotoxic;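 further: NT is the 2HG producing partner of a matched IDH1 knockdown line; potency means the concentration at half of the fitted maximal effect; 0% = DMSO-treated cells and -100% = media-only wells without cells; nearly all actives have a fitted effect of over 55% in size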
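HT-1080-NT; 750 cells/well; 5% FBS RPMI; 48 h compound, 37 degrees C; CellTiter-Glo luminescence; curve fitting and curve-class assignment.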
SW480 rerep = induces DNA re-replication in SW480 colon adenocarcinoma cells. Potency, µM (doses to about 46.1 µM), for the others: at the top dose re-replication activation, actives largely listed as activators. 340,000 tested, 1.8% active. SW480 DNA re-replication, Hoechst DNA content imaging, 48 h; further: potency means the concentration at half of the fitted maximal effect; % of control where 0% means no effect; nearly all actives have a fitted effect of over 55% in size
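Image-based DNA-content assay: after two days of treatment, nuclei were labelled with the DNA dye Hoechst and imaged, and hits were compounds raising the count of nuclei showing high fluorescence intensity.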
HT1080 IDH1KD tx = kills HT-1080 cells with IDH1 knockdown; HT-1080 IDH1 knockdown viability, ATP luminescence, 48 h; Potency, µM (titrated, usually from 46.1 µM), inactives show top-dose activity, negative = toxicity, hits mostly cytotoxic; 360,000 tested, 2% active;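 further: potency means the concentration at half of the fitted maximal effect; 0% = DMSO wells and -100% = cell-free medium wells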
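Using the IDH1-knockdown HT-1080 line run in the same batch and compound series as the NT line, viability after 48 h at 37 °C was determined by CellTiter-Glo luminescence and expressed as % activity.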
Numbers without * were called inactive; ? = inconclusive; · = not tested or not shown; [ ] = another dose, or the depositor's remark. Unless noted, the call rests on the fitted dose curve; in most records, active means well fitted curve in the direction sought with a large enough effect; inconclusive means small, poorly fitted or top-dose-only effect, or another doubt; inactive means no such curve, though single readings can be large; an effect the other way counts as inactive or inconclusive.

SMILES	MCF10A rereplic	WRN helicase inh	HT1080-NT tox	ATXN2 expr inh	SW480 rerep	KB-V1 MDR tox	IL1B secr inh	KB-3-1 cytotox	HT1080 IDH1KD tx
CC(=O)NCC(=O)NC1CCCc2c1cnn2-c1ccccc1F (configuration not stated)	-1%	-3%	2%	3%	-5%	0%	10	-1%	5%
CC(=Nc1ccccc1)C1=C(O)CCCC1=O	2%	-7%	6%	-4%	-12%	0%	0	2%	24%
CCN(CC)C(=O)C(=O)c1ccn(-c2c(C)csc2C(=O)OC)c1	-5%	-2%	2%	8%	-16%	17%	12	14%	0%
Cc1ccc(OCC(=O)NCC(=O)n2nc(C)cc2C)cc1	-2%	-9%	-4%	-3%	-7%	0%	1	9%	7%
O=C(Nc1c(Cl)cccc1Cl)C1CCC1	-1%	-3%	11%	17%	-10%	13%	-8	2%	0%
COc1cc(/C=N/NC(=O)c2cccc3ccccc23)cc(OC)c1OC	0%	8%	-9%	-19%	18%	5%	78	0%	0%
CCOC(=O)C1CC2=C(CCCC2=O)N(Cc2ccccc2)C1=O (configuration not stated)	-2%	7%	11%	0%	-16%[9.22 µM]	0%	6	0%	14%
CCSC1=N/C(=C\c2ccc(C(=O)O)cc2)C(=O)S1	-3%	-23%	13%	-39%	0%	0%	6	0%	13%
CCn1c(Cc2ccccc2)nnc1SC(C)C(=O)NC1CC1 (configuration not stated)	3%	1%	3%	1%	3%	0%	10	4%	-9%
O=S(=O)(NCC(c1cccnc1)N1CCN(c2ccccc2)CC1)c1cccs1 (configuration not stated)	-8%	1%	-7%	6%	-6%	1%	-10	3%	7%
CN(N)c1nc(-c2ccccc2)cc(-c2ccccc2)n1	?	-5%	0%	-26%	0%	?	-64*	-2%	-5%
COc1cc(S(=O)(=O)N2CC(=O)Nc3ccccc32)ccc1NC(C)=O	-3%	-4%	6%	13%	-6%	13%	42	27%	3%
CCNc1nc(Cl)nc(N(NC(C)=O)C(C)CC)n1 (configuration not stated)	4%	0%	-1%	9%	-1%	17%	1	5%	-2%
CC(=O)c1ccc(S(=O)(=O)NCCC(=O)NCCc2c[nH]c3ccccc23)cc1	-6%	-21%	2%	-4%	-8%	0%	0	-2%	2%
CCn1c(=O)c(C(=O)NCc2ccc(Cl)cc2)c(O)c2ccccc21	0.58µM*	-7%	2%	?	-52%[inhibitor]	-24%	20	-15%	8%
C/C(=N/NC(=O)c1cccc(N2CCCC2=O)c1)c1ccncc1	-1%	0%	-4%	5%	-7%	2%	-14	-1%	2%
COc1cc(NC(=O)C2CCN(S(=O)(=O)c3ccc4c(c3)CC(C)N4C(C)=O)CC2)cc(OC)c1OC (configuration not stated)	?	-7%	0%	10%	6%	2%	19	-1%	3%
CCn1cc(C(=O)N[C@@H](CCSC)C(=O)NCCOC)c(=O)c2cc3c(cc21)OCO3	0%	5%	16%	-2%	-5%	7%	-1	8%	9%
NC(=O)C(=O)N/N=C/c1c[nH]c2ccc(Br)cc12	-4%	-12%	3%	·	-5%	?	31	2%	3%
N#Cc1cccc(NC(=O)COC(=O)c2ccc[n+]([O-])c2)c1	0%	?	2%	-14%	-4%	?	10	-2%	15%
Cc1cc(C)cc(NC(=O)COC(=O)c2cc(C)oc2C)c1	-1%	4%	-7%	7%	-30%[inhibitor]	0%	16	2%	3%
O=C1c2ccccc2C(=O)N1CCOc1cccc(Br)c1	0%	-23%	1%	35%[activator]	-9%	9%	0	-2%	3%
CCOc1cc(-c2nc(-c3ccccc3)c(-c3cc([N+](=O)[O-])ccc3C)[nH]2)ccc1O	5%	-1%	-24%	-26%	21%	18µM*	-14	-17%	-27%
CCOc1ccccc1CNS(=O)(=O)c1cc(-c2cc(C)no2)ccc1C	5%	-12%	-21%	5%	-19%	-26%	0	5%	-20%
O=C(NNC(=O)c1ccc2nonc2c1)Nc1ccc(Cl)cc1	2%	-3%	0%	-19%	2%	?	-3	0%	-26%
CCc1c(C)sc2nc3c(C(=O)N4CCOCC4)cc(C(=O)c4ccccc4O)cn3c(=O)c12	-1%	-9%	-21%	-20%	1%	7%	-64*	10%	-9%
O=C(C1=C(O)C(=O)N(CCCn2ccnc2)C1c1ccccc1)c1ccco1 (configuration not stated)	0%	-12%	5%	0%	7%	?	5	-4%	8%
COc1cccc(Nc2nnc(SCc3cc([N+](=O)[O-])cc4c3OCOC4)s2)c1	-15%	?	-14%	-12%	-7%	?	-27	5%	-17%
CC[C@@H](CCC=C(C)C)C(=O)N(Cc1ccccc1)c1ccccc1	-1%	-3%	17%	-3%	-4%	-15%	25	-26%	-6%
CCOC(=O)/C=C1\NC(C)(C)Cc2cc(OC)c(O)cc21	?	1%	1%	9%	-8%	3%	-16	6%	1%
CC(=O)Nc1ccc2[nH]c(C)cc(=O)c2c1	-2%	-9%	-3%	1%	-4%	?	15	5%	3%
c1csc(-c2csc3nc(CN4CCOCC4)nc(NCc4ccc5c(c4)OCO5)c23)c1	?	-12%	?	-25%	3%	?	-26	-9%	-28%
COCCn1c(C)cc(C(=O)COC(=O)c2ccc3ncsc3c2)c1C	?	-33%	2%	47%[activator]	3%	?	-12	0%	-29%
CCO[C@@H]1OC(C(=O)Nc2ccccc2)=C[C@H](c2csc3ccccc23)[C@H]1CCCO	?	-3%	-22%	-22%	16%	7%	?	0%	-5%
COc1ccc(C(=O)c2nc3c(n2O)CCCCC3)cc1	3%	-4%	16%	12%	-9%	-5%	-3	29%	14%
N#Cc1ccc(S(=O)(=O)N2CCC(N3CCCCC3)CC2)cc1	-3%	-32%	8%	-3%	-11%	-2%	13	-1%	18%
O=C(CN1CCS(=O)(=O)CC1)NNC(=O)C1CCCCC1	-2%	9%	-3%	-6%	-6%	0%	9	-1%	0%
Cc1nc([N+](=O)[O-])c(Br)n1CC(=O)c1ccc(F)cc1	21µM*	5%	?	-13%	?	-1%	-97*	-25%	18µM*
Cc1ccccc1Nc1nnc(SCC(=O)NC(=O)NCc2ccco2)s1	15%	-19%[57.1 µM]	5%	-20%	?	?	-4	-1%	5%
O=C(CSc1nc2ccccc2o1)Nc1nc(-c2ccccc2)cs1	12%	-10%	6%	54%[activator]	-1%	10%	-7	3%	5%
COCCCN(C(=O)c1ccccc1)c1nc(-c2ccc(OC)cc2)cs1	2%	-8%	-2%	-39%	8%	-2%	-30	0%	-9%
COCc1c(C(=O)N/N=C\c2cccs2)nnn1-c1nonc1N	3%	17%	-4%	17%	-4%	-3%	-68*	16%	-7%
CS(=O)(=O)N1CCC(C(=O)Nc2ccc(C(F)(F)F)cc2)CC1	0%	-3%	3%	-8%	-20%	8%	-2	6%	0%
O=C(CN(c1cc(Cl)ccc1Cl)S(=O)(=O)c1ccccc1)N1CCOCC1	-3%	-12%	-2%	-2%	-1%	·	6	·	-2%
Cc1nc2ccc(NC(=O)N3CCC(c4ccccc4)C3)cc2nc1C (configuration not stated)	5%	4%	-17%	-4%	-1%	1%	0	19%	-14%
COc1ccc(CN(C)CC(O)COc2ccc(C(=O)c3ccccc3)cc2)c(OC)c1OC (configuration not stated)	68%	-10%	21µM*	0%	?	2%	-67*	-16%	?
Cc1ccc(NC(=O)C/C(N)=N/OC(=O)Nc2cccc(Cl)c2)cc1	0%	5%	6%[9.24 µM]	6%	?	?	-21	2%	-2%
Cc1cc(C)c(-c2csc(NC(=O)COC(=O)c3ccc4c(c3)OCO4)n2)c(C)c1	0%	1%	14%	·	23%	13%	-5	-1%	9%
Clc1ccc(Nc2nc(C3CC3)cs2)cc1	17%	-1%	-7%	45%[activator]	-1%	?	3	-5%	-1%
C/C(Cl)=C\Cn1c(N2CCCC2)nc2c1c(=O)[nH]c(=O)n2C	-5%	1%	-5%	2%	-5%	-4%	-17	9%	-6%
CCOC(=O)C1CCN(C(=O)c2ccc(Cl)c(NC3=NC4CS(=O)(=O)CC4S3)c2)CC1 (configuration not stated)	1%	2%	-1%	8%	-6%	8%	-5	6%	4%
COc1ccc(CNC(=O)[C@H](Cc2ccccc2)NC(=O)C2CCNCC2)cc1	18%	-4%	-5%	1%	-2%	9%	-19	0%	20%
COc1ccccc1N1CCN(C2CCN(S(=O)(=O)c3ccc(C)cc3)CC2)CC1	3%	-2%	-19%	-8%	-20%	-3%	-6	-1%	-9%
COc1ccc(CNC(=O)CSCc2cnn(-c3ccccc3)c2-n2cccc2)cc1	18%	-16%	0%	-15%	0%	?	-22	11%	1%
COc1ccc(Cc2noc(CN3CCNC(=O)CC3)n2)cc1OC	-12%	4%	18%	1%	-37%	18%	-10	4%	4%
Clc1cccc(-c2nc3ccc(Cl)cn3c2Cc2ccccc2)c1	·	-11%	-21%	-1%	·	-3%	20	0%	?
S=C(NCCc1ccccc1)Nc1ccc(Cl)cc1Cl	12%	-5%	?	5%	-3%[9.22 µM]	-22%	-12	-15%	-7%
Cc1nonc1CC(=O)N1CCCC(C(=O)c2cccc(C(F)(F)F)c2)C1 (configuration not stated)	-3%	-12%	0%	-16%	-26%	?	27	0%	1%
